KLK7 zymogen act: proKLK7 (human) activation, primary screen; P49862; purified proKLK7, EDANS-DABCYL substrate fluorescence; 100% is mature enzyme control, 0% vehicle; activation, % at 7 µM; 370,000 tested, 0.9% active; AID 652039;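 active = activation above the mean of all tested compounds plus 3 SD, computed per campaign excluding outliers beyond control limits, cut at about 13% in these data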
rCAG RNA binder: molecules binding r(CAG) RNA repeats; r(CAG) RNA repeat, TO-PRO-1 dye displacement fluorescence; inhibition, % at 3 µM; 370,000 tested, 1.3% active; AID 651821;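 active = inhibition above the plate cutoff, the mean of all test compounds on that plate plus 3 SD, cut at about 35% in these data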;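 note: 0% = DMSO alone and 100% = 100 µM mitoxantrone as full dye displacement; higher means more dye released from RNA so lower well fluorescence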
GAA850 FXN act: increases GAA850 frataxin promoter reporter activity | HEK293 lucGAA850 FXN promoter luciferase reporter, 24 h; percent of 10 µM SAHA response | activation, % at 6 µM | 360,000 tested, 0.56% active | AID 540364;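 active = activation above the average of all compounds screened plus 3 SD, cutoff fixed separately per campaign, cut at about 7.5% in these data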;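 note: 0% = DMSO wells and 100% = 10 µM SAHA wells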
ADAM10 inh: inhibitors of human ADAM10. recombinant ADAM10, EDANS/DABCYL FRET peptide cleavage, 3 h. inhibition, % at 7 µM. 370,000 tested, 0.62% active;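 active = inhibition above a per-campaign cutoff equal to the mean of compounds falling between control-based bounds plus 3 SD, cut at about 20% in these data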;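 note: 0% = DMSO wells while the 100% control is not disclosed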
NPR2 activator: GC-B (human) receptor activation; HEK293-GC-B cells, CNP EC30, cGMP TR-FRET; 0% at EC30 CNP, 100% saturating CNP; 370,000 tested, 0.11% active; AID 1920062; P20594; activation, % at 10 µM;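 active = activation at 10 µM reaching about 35% in either raw or pattern-adjusted values, limit read from the data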
DDE Tn6 FP inh: disrupts Tn6 cyclic peptide binding to fibrin D-Dimer-E complex. Fibrin DD(E) TRITC-Tn6 fluorescence polarization displacement. inhibition, % at 8.3 µM. 370,000 tested, 0.21% active. AID 720509;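 active = inhibition above a per-campaign cutoff: mean of compounds within control limits plus 3 SD, cut at about 15% in these data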;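 note: 0% = median of all compound wells on the plate and 100% = blocking peptide control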
Target sequence (P02675 whole entry, looked up): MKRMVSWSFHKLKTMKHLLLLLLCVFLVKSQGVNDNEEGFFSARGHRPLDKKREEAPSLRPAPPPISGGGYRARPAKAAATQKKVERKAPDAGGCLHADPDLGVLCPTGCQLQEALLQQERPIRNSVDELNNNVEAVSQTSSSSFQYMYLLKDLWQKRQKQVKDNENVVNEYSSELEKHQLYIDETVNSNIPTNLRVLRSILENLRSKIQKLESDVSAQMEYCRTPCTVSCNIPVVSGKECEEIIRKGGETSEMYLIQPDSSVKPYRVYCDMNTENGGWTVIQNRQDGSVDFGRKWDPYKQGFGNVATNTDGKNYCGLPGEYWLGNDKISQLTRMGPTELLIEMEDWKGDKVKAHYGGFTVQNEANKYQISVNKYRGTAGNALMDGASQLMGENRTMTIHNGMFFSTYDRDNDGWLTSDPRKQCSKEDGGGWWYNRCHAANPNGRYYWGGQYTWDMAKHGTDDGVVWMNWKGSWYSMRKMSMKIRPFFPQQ
GC-A act: GC-A (human) enzyme activation. P16066. HEK293 GC-A cells, cGMP TR-FRET, EC30 ANP; 0% at EC30 ANP, 100% saturating ANP. activation, % at 10 µM. 370,000 tested, 0.14% active. AID 1671463; in the data active = activation above about 40%
sPLA2-III inh: Blocks human group III sPLA2 activity | 370,000 tested, 0.56% active | inhibition, % at 12.2 µM | QFRET BODIPY PC-A2 liposome hydrolysis, fluorescence;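 active = inhibition above mean plus 3 SD of compounds lying within the high and low control bounds, cut at about 19% in these data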;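 note: 0% = median of test compound wells and 100% = no enzyme DMSO wells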
ASAP1 inh: blocks human ASAP1-stimulated Arf1 GTP hydrolysis; GDP FP detection; 360,000 tested, 0.19% active; inhibition, % at 16.5 µM; Q9ULH1; in the data active = inhibition above about 25%;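 note: 0% = vehicle with enzyme and substrate and 100% = no enzyme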
Target sequence (Q9ULH1 325-724 limits assumed): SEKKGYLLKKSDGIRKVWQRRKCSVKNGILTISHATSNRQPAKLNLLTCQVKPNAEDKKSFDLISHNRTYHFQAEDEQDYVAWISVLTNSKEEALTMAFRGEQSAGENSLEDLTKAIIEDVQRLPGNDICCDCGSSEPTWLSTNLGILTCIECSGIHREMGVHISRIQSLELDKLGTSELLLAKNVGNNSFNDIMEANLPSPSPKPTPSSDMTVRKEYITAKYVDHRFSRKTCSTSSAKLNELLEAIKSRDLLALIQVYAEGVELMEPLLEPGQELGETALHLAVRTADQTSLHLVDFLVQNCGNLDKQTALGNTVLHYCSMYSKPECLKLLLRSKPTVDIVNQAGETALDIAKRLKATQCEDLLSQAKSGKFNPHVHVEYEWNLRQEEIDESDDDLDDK
ARFGAP1 inh: inhibits rat ARF GTPase activating protein 1 | Q62848 | Arfgap1-stimulated ARF1 GTP hydrolysis, GDP FP detection | inhibition, % at 16.5 µM | 360,000 tested, 0.26% active | AID 651572;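 active = inhibition above a per-plate limit, mean inhibition of low control wells plus 3 SD, cut at about 25% in these data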;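 note: 0% = DMSO wells with enzyme and 100% = wells lacking Arfgap1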
Target sequence (Q62848 1-136 limits assumed): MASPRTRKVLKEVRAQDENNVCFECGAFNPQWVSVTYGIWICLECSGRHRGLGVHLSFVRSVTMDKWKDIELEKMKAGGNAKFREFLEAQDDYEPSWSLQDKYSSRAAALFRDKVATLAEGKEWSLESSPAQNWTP
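Material: truncated rat Arfgap1 GAP domain; Incubation: compound-enzyme preincubation 20 min, reaction 120 min, detection 60 min, 25 °C; Read-out: percent inhibition of Arfgap1-stimulated GTP hydrolysis; Technique: FP, GDP Alexa 633 tracer displaced from anti-GDP antibody, 620/688 nm; Controls: No-Arfgap1 wells (100%) versus DMSO full-reaction wells (0%); Replication: single well per compound.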
Numbers without * were called inactive; i = inactive; · = no result given; & = joins results of further samples.

SMILES | KLK7 zymogen act | rCAG RNA binder | GAA850 FXN act | ADAM10 inh | NPR2 activator | DDE Tn6 FP inh | GC-A act | sPLA2-III inh | ASAP1 inh | ARFGAP1 inh
O=C(CN1CCCN(Cc2ccc(F)cc2Cl)C1=O)NC1CCCCCC1 | 0.0 | -8 | -0.2 | 2 | 5 | 5 | 3 | -3 | -1 | -5
O=C(NCCS(=O)(=O)N1CCN(c2ccccc2F)CC1)c1cccs1 | 0.2 | -7 | -1.0 | -3 | 4 | 17* | 5 | 1 | 1 | 2
CCCCn1c(CN2CCN(c3cccc(Cl)c3)CC2)nc2c1c(=O)n(C)c(=O)n2C | -0.1 | 3 | -0.9 | 7 | -11 | 7 | -8 | 0 | -11 | -1
Cc1noc(C)c1COC(=O)c1cc2c3ccccc3n(C)c2s1 | -18 | 7 | 1.7 | -96 | -8 | -2 | 2 | -22 | 6 | -15
COc1cc(C(=O)N2CC(C)OC(C)C2)c([N+](=O)[O-])cc1OC (stereo not drawn) | 0.6 | -2 | -0.1 | 2 | 3 | 10 | 3 | 7 | -1 | 0
COc1nc(OC)nc(N(C)CCO)n1 | -0.4 | 1 | 0.0 | -1 | -2 | -5 | 8 | 2 | -10 | 0
CC(=O)Nc1cccc(NC(=O)Nc2cccc(F)c2)c1 | -0.3 | 0 | -1.1 | -2 | -2 | 0 | 4 | -10 | -13 | -11
CCOC(=O)CSc1nc2ccccc2c(=O)n1CC1COc2ccccc2O1 (stereo not drawn) | 0.8 | 7 | 1.2 | -10 | -18 | 2 | -2 | -3 | 5 | 17
COc1cc(C(=O)OCCN2CCOCC2)ccc1O | -0.4 | -2 | 1.2 | 5 | 1 | 3 | 0 | 3 | -8 | -2
COc1cccc2c1[C@H](/C=C/c1ccccc1)[C@@H]([C@H](O)CO)OC2 | 0.3 | 2 | · | 2 | -9 | -6 | 2 | 1 | · | ·
N#Cc1nc(-c2ccccc2)oc1NCc1ccco1 | 3.8 | 1 | 2.4 | i | 5 | -6 | 8 | -8 | 2 | 8
Cc1ccc(CN2CCN(C(=O)CCc3ccccc3)CC2)cc1 | -0.1 | -8 | 1.5 | 7 | 1 | -3 | 1 | 2 | 3 | 12
CCC(=O)N1N=C(c2ccc(NS(=O)(=O)CC)cc2)CC1c1ccc(C)cc1 (stereo not drawn) | -128 | 2 | 0.9 | i | -4 | 6 | -9 | -4 | 4 | 2
COc1ccc(CNc2nc(NCc3ccc(OC)cc3)n(S(C)(=O)=O)n2)cc1 | -0.2 | -6 | 1.4 | 0 | 9 | 9 | 1 | 0 | 5 | 7
Cc1cnc(NC(=O)CCCSc2nc3ccccc3s2)s1 | 0.0 | -1 | 1.4 | 1 | -7 | -3 | -1 | 2 | -14 | 9
CCOC(=O)C1=C(C)NC(C)=C(C(=O)OCC)C1C(=O)OCC(=O)NC | 2.9 | -7 | 0.3 | -89 | 3 | 1 | -1 | 1 | 8 | 5
COc1ccc(NS(=O)(=O)c2ccc(C)c(C(=O)NCC(c3ccco3)N(C)C)c2)cc1 (stereo not drawn) | 1.0 | -2 | -0.2 | -11 | 4 | 5 | 3 | 0 | -14 | -4
Cc1cc(C)cc(NC(=O)C2CCCN2C(=O)Oc2ccccc2)c1 (stereo not drawn) | -1.1 | -2 | -1.4 | 5 | 5 | 1 | -1 | -4 | 2 | -5
Cc1cc(C)c2c(c1)OC(O)(C(F)F)CC2=O (stereo not drawn) | 0.7 | -2 | 0.3 | -5 | 1 | 3 | 3 | -2 | 3 | -11
CCNC(=S)N1CCc2cc(OC)c(OC)cc2C1COc1ccccc1OC (stereo not drawn) | 58* | -2 | 2.1 | -387 | 8 | -3 | 5 | 2 | 0 | -8
Cc1ccc(C(=O)Nc2cc3c(oc2=O)CCCC3=O)cc1 | 0.2 | -1 | 4.4 | -2 | 0 | -1 | 1 | 3 | -10 | -8
Cn1c(=O)[nH]c(=O)c2c1nc(NCCCn1ccnc1)n2Cc1ccc(F)cc1 | 0.1 | -2 | -0.5 | 1 | 1 | 15* | 2 | -1 | -1 | 2
CCc1cc(C(=O)Nc2ccc(C)cc2Br)cs1 | 0.3 | -2 | 6.3 | -1 | -6 | 3 | 3 | -2 | 6 | 4
O=C(c1ccccc1)N(CCCl)C(=O)N(CCCl)C(=O)c1ccccc1 | -0.3 | 2 | -0.2 | -7 | -3 | 0 | -2 | -2 | -3 | 4
CN1CCN(c2ccc(CNC[C@H]3O[C@@H](n4cnc5c(=O)[nH]c(N)nc54)[C@H](O)[C@@H]3O)c(S(C)(=O)=O)c2)CC1 | 0.0 | 4 | · | -10 | 6 | 0 | 3 | 15 | 3 | -9
COc1ccc2cc3[n+](cc2c1OC)CCc1cc2c(cc1-3)OCO2 | -0.8&-2.3 | 9&5 | 3.5&1.8 | -7&6 | -6&-10 | 13&-2 | -6&-7 | 4&4 | -4&-11 | 0&5
O=c1oc(-c2ccccc2NS(=O)(=O)c2ccc(F)cc2)nc2ccccc12 | 0.1 | 27 | 0.6 | 4 | -4 | 2 | 14 | -6 | -6 | -8
CCCCn1c(N)c(N(CC(C)C)C(=O)c2ccc3c(c2)NC(=O)C(C)S3)c(=O)[nH]c1=O (stereo not drawn) | -0.2 | 3 | 1.4 | -2 | -4 | -8 | -1 | 0 | 0 | 14
COc1cc(OC)cc(C(=O)NNC(=O)Cc2cccs2)c1 | -0.6 | 19 | -1.2 | 0 | 1 | -5 | -4 | -6 | 3 | 1
COc1ccc(-c2nc(C#N)c(NCc3ccc(F)cc3)o2)cc1OC | -7.8 | 4 | 5.4 | i | 1 | -1 | 18 | -14 | 1 | -6

Whole records from above. Order of screens: KLK7 zymogen act | rCAG RNA binder | GAA850 FXN act | ADAM10 inh | NPR2 activator | DDE Tn6 FP inh | GC-A act | sPLA2-III inh | ASAP1 inh | ARFGAP1 inh
Cc1noc(C)c1COC(=O)c1cc2c3ccccc3n(C)c2s1 as listed: -18 | 7 | 1.7 | -96 | -8 | -2 | 2 | -22 | 6 | -15
CCNC(=S)N1CCc2cc(OC)c(OC)cc2C1COc1ccccc1OC (stereo not drawn) as listed: 58* | -2 | 2.1 | -387 | 8 | -3 | 5 | 2 | 0 | -8

Next part:
SMILES | KLK7 zymogen act | rCAG RNA binder | GAA850 FXN act | ADAM10 inh | NPR2 activator | DDE Tn6 FP inh | GC-A act | sPLA2-III inh | ASAP1 inh | ARFGAP1 inh
CN1C(=O)/C(=C/c2ccco2)SC1=Nc1ccc(N2CCOCC2)cc1 | -0.3 | 6 | 1.8 | -4 | -3 | -1 | 0 | 0 | 7 | 6
CC(=O)c1ccc(N2CCN(C(=O)CCc3ccccc3)CC2)cc1 | 0.9 | -5 | -0.1 | -9 | -6 | 4 | -10 | -4 | 3 | -13
CSCC[C@H](NC(=O)C(C)Oc1ccc(Cl)cc1)c1nc2ccccc2[nH]1 (stereo partly drawn) | 0.3 | -4 | -2.6 | 5 | -8 | 3 | -13 | -4 | 3 | 4
COCc1c(C(=O)OCc2c(C)noc2C)oc2ccccc12 | -0.6 | -5 | 0.2 | 0 | 2 | 5 | 2 | -3 | -3 | -1
CCn1c(SCC(=O)N/N=C/C=C/c2ccco2)nnc1-c1ccc(OC)cc1 | -0.2 | 5 | 2.1 | 11 | -4 | 2 | -2 | -12 | -8 | 3
Cc1cc(S(=O)(=O)N2CCN(C(=O)c3ccco3)CC2)ccc1F | -0.5 | -3 | 1.9 | 1 | 7 | -4 | 0 | 4 | 0 | 3
CC1CCCN(S(=O)(=O)Cc2ccc(Cl)cc2)C1 (stereo not drawn) | -0.1 | 0 | 1.3 | -3 | -3 | -6 | -2 | 7 | 10 | 8
CC(C)CCNC(=O)NC(=O)COC(=O)C1=COCCO1 | -0.1 | -5 | -1.6 | -7 | 6 | 5 | 2 | 1 | 1 | -9
CC1CCC2(CC1)NC(=O)N(CC(=O)c1ccc3c(c1)OCO3)C2=O (stereo not drawn) | -0.4 | -7 | 0.3 | -11 | 0 | 2 | -1 | 0 | -9 | 0
CN(C)c1ccc(CCc2ccc(N)cc2)cc1 | -5.3 | -1 | -10 | -18 | 10 | -7 | -1 | 7 | 2 | -2
Cc1ccnc(NC(=O)c2ccc(N3C(=O)CCC3=O)cc2)c1 | 0.2 | 0 | 3.2 | 5 | -2 | 4 | 5 | 5 | -8 | 2
Cc1ccc(OCCCC(=O)N2CCN(S(=O)(=O)c3cccc(F)c3)CC2)cc1 | -0.4 | -5 | -0.1 | -5 | 2 | 0 | -1 | 9 | 4 | -3
Cc1ccc(S(=O)(=O)Nc2nc(CN3CCOCC3)nc3sc(C)c(C)c23)cc1 | -0.1 | 19 | 0.3 | -13 | 0 | 3 | -1 | -10 | 2 | -12
O=C(CSc1ccsc1[N+](=O)[O-])N1CCN(c2ccccc2)CC1 | 0.2 | 21 | -0.5 | 8 | -4 | 3 | -7 | -6 | 2 | -4
Brc1ccc(-c2csc(N3CCOCC3)n2)cc1 | -0.1 | -3 | 3.9 | -8 | -8 | 0 | 5 | 8 | 15 | 5
COC(=O)c1ccc(C)c(NC(=O)c2ccc(Cn3cc([N+](=O)[O-])cn3)o2)c1 | 0.6 | -1 | -3.4 | -6 | -1 | -3 | -1 | 9 | 13 | 8
O=C(CCc1c[nH]c2ccccc12)NCc1cccc(Cl)c1 | -0.2 | -2 | -1.4 | 1 | 3 | 0 | 1 | -47 | 11 | -9
O=C(CC(Cc1ccccc1)C(=O)O)Nc1ccc(Cl)c(Cl)c1 (stereo not drawn) | -0.7 | 18 | 3.8 | -8 | -1 | -3 | -2 | -12 | 11 | -12
COc1ccccc1NC(=O)CCSc1nc(C)cs1 | 0.1 | 6 | 1.7 | 2 | -1 | 8 | -5 | 10 | -4 | 4
CC(=O)Nc1ccc(C(=O)COC(=O)c2c(C)noc2C)c(F)c1 | 0.3 | 1 | 0.4 | -3 | -2 | -7 | 3 | 4 | -3 | -20
O=C(Nc1cccnc1)C1Cc2c(-c3ccc4c(c3)OCO4)ccnc2O1 (stereo not drawn) | 1.3 | 2 | -1.3 | -76 | 18 | 0 | 11 | -5 | 4 | -4
COc1cccc(NC(=O)Nc2ccc(C(C)(C)C)cc2)c1 | 0.5 | 3 | 3.8 | 8 | -2 | -20 | -6 | -24 | 12 | 1
COc1ccc(S(=O)(=O)n2nc(OC(=O)c3ccco3)cc2N)cc1 | -0.3 | 1 | 3.1 | 5 | 4 | -4 | 7 | -5 | 8 | 2
Nc1ccc(Nc2nc(-c3cc4ccccc4oc3=O)cs2)cc1 | 0.1 | 25 | 9.0* | 2 | -8 | -6 | 2 | 2 | 10 | 17
NNC(=O)c1cc2ccccc2[nH]1 | -0.7 | 7 | -3.6 | -29 | -5 | 5 | -3 | -4 | 2 | -7
Cc1cc(C)n(CCCNC(=O)COc2ccc([N+](=O)[O-])cc2)n1 | 0.1 | 0 | 0.8 | -2 | -1 | 3 | 1 | 6 | -16 | 2
O=C(CCOc1ccccc1)N1CCCC(Nc2ccccc2)C1 (stereo not drawn) | -0.1 | 0 | 0.9 | -9 | -4 | 0 | -3 | -3 | 9 | 0
O=C(O)c1ccccc1S(=O)(=O)Cc1ccccc1 | 0.3 | 1 | -0.3 | -1 | 1 | 0 | 1 | 6 | 6 | -14
Cc1cccc(-c2cc3nc(C)cc(=O)n3[nH]2)c1 | -1.6 | 3 | 4.1 | -21 | -5 | 0 | -2 | -4 | 5 | 5

Screens from PubChem.
